# Source: PubChem BioAssay (several laboratories)
# sdo1 growth – growth rescue of sdo1-depleted yeast, primary screen, S. cerevisiae, bone marrow failure model; S. cerevisiae sdo1-depleted JHY4D growth rescue, OD600 30 h; active compounds read high; pdr5 snq2 efflux-pump mutant strain; z-score at 10 µM; 140,000 tested, 0.21% active; AID 817, 2007;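 active = z-score above 3 at both the 24 hr and the 30 hr optical density reads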;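 note: z-score against mean and SD of all compound wells on the same plate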
# Insulin prom inh – inhibitors of insulin promoter-driven GFP, primary screen, imaging, TRM-6 cells (human fetal islet line), eGFP reporter, cell count. reporter expression induced with tamoxifen. inhibition, % at 2 µM. 130,000 tested, 0.9% active. AID 1273, 2008;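 active = inhibition above the mean plus 3 SD, with well images judged a real hit on visual review, cut at about 60% in these data, passing the limit was not always enough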
# sdo1 growth Rescue 24 h – further read-out of sdo1 growth, marked with its call; z-score; S. cerevisiae sdo1-depleted JHY4D growth rescue, OD600; measured here: growth rescue at 24 h;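 0 is the plate mean of compound wells and units are plate SD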
# * hit, by the source's call; . = no result given. An excerpt; count on the stated rates, not on these rows.
SMILES,sdo1 growth,sdo1 growth Rescue 24 h,Insulin prom inh
COc1cccc(C(=O)NCc2ccc3c(c2)cc(C)n3C)c1,.,.,12.2
Cc1ccccc1-c1nc(CN2CCC(C(=O)N3CCN(c4ccccn4)CC3)CC2)c(C)o1,1.09,1.32,.
COc1ccccc1NC(=O)C1CC(=O)OC1c1ccccc1 (configuration not stated),0.38,0.12,-25.0
Cc1scc(C(=O)N/N=C/c2ccsc2)c1C,0.34,-0.26,-6.7
CCN(CC)c1ncccc1C(=O)NCc1cccs1,-0.34,-0.57,-15.6
CCOC(=O)CC(NC(=O)CCc1c(C)nc2nc(C)nn2c1C)c1ccc(C)cc1 (configuration not stated),.,.,0.0
CC(=O)Nc1cccc(NC(=O)c2ccc(C)c([N+](=O)[O-])c2)c1,.,.,14.3
COc1ccc(NC(=O)CCC(=O)NCCO)cc1,.,.,-38.1
Cc1ccc2c(c1)N(CC(=O)NC1CCC(C)CC1)C(=O)CO2 (configuration not stated),0.99,0.1,-46.1
O=C(CSc1nc(-c2ccccc2)cc(C(F)(F)F)n1)N1CCOCC1,-0.43,-1.29,-9.6
CCC1CCCCN1CCn1c(=S)[nH]c2cc(OC)c(OC)cc2c1=O (configuration not stated),0.55,0.23,0.0
O=C(Nc1nc(=S)ss1)c1ccc(Cl)cc1Cl,-0.44,-0.27,64.1
CC(=O)Nc1c(O)nc(SCC(=O)Nc2nnc(CC(C)C)s2)[nH]c1=O,0.71,0.63,21.6
Cc1ccc(NC(=O)c2cccc(OCc3c(C)noc3C)c2)cc1,-0.46,-0.27,-39.3
Cc1ccc(CC(=O)NCCS(=O)c2ccc(C)cc2)cc1 (configuration not stated),.,.,-15.4
Cc1ncc(N=Nc2ccccc2)c(-c2ccccc2)n1,-1,-0.57,21.4
COc1cccc(OC)c1C(=O)OCC(=O)Nc1ccc(OC(F)(F)F)cc1,-1.39,-0.95,.
COc1ccc(Br)cc1C(=O)NCc1cccnc1,0.09,-0.07,-106.7
CC(=O)N1CCN(CC(=O)Nc2c(Cl)cc(Cl)cc2Cl)CC1,0.87,-0.52,-34.6
O=C(Nc1cccc(C(=O)N2CCOCC2)c1)c1cccnc1,1.96,1.77,51.9
Clc1ccc(OCc2cn3cccnc3n2)c2ncccc12,0.04,-0.33,-21.4
COc1cc(NC(=O)c2c(F)cccc2F)nc(OC)n1,0.76,0.39,-23.1
CC(=O)N1CCN(C(=S)NC(=O)c2ccc(S(=O)(=O)N3CCOCC3)cc2)CC1,1.49,0.89,15.4
CC(C)(C)n1cnc2cc(NS(=O)(=O)c3ccc(Br)cc3)ccc21,-0.89,-0.89,-6.5
CCn1cc([N+](=O)[O-])c(C(=O)Nc2nc3ccc(OC)cc3s2)n1,.,.,0.0

# The last 6 entries of the section above lead into the next.
SMILES,sdo1 growth,sdo1 growth Rescue 24 h,Insulin prom inh
O=C(Nc1cccc(C(=O)N2CCOCC2)c1)c1cccnc1,1.96,1.77,51.9
Clc1ccc(OCc2cn3cccnc3n2)c2ncccc12,0.04,-0.33,-21.4
COc1cc(NC(=O)c2c(F)cccc2F)nc(OC)n1,0.76,0.39,-23.1
CC(=O)N1CCN(C(=S)NC(=O)c2ccc(S(=O)(=O)N3CCOCC3)cc2)CC1,1.49,0.89,15.4
CC(C)(C)n1cnc2cc(NS(=O)(=O)c3ccc(Br)cc3)ccc21,-0.89,-0.89,-6.5
CCn1cc([N+](=O)[O-])c(C(=O)Nc2nc3ccc(OC)cc3s2)n1,.,.,0.0
CCCC(c1nnnn1CCc1ccccc1)N1CCN(C2CCCC2)CC1 (configuration not stated),0.92,0.31,-83.9
O=C(N/N=C/CCc1ccccc1)c1ccc(CN2c3cccc4cccc(c34)S2(=O)=O)cc1,-0.09,-0.4,-11.1
CCc1c(C)[nH]c2ccc(OC)cc2c1=S,.,.,30.0
Cc1ccc(CNCc2ccccc2Cl)cc1,0.7,0.12,5.7
Cc1ccc2c(c1)CCCN2C(=O)C1CCCO1 (configuration not stated),1.56,2.9,-256.2
CCn1c(=O)cc(OCC(=O)Nc2cc(C)ccn2)c2ccccc21,-0.58,0.21,-6.5
CCOC(=O)C1CCN(Cc2cccc(OC)c2)CC1,0.1,-0.67,10.7
COc1cccc(CN2C(=O)C3(C(C#N)=C(N)OC4=C3C(=O)CCC4)c3ccccc32)c1 (configuration not stated),0.6,-0.4,-175.0
O=C(c1ccco1)[C@@H]1[C@@H]2C(=O)N(c3ccc(F)cc3)C(=O)[C@@H]2[C@H]2C=Cc3ccccc3N21,-0.1,0.05,.
CN1C(=O)NC(c2ccc(O)cc2)C(C(=O)c2cccs2)C1(O)C(F)(F)F (configuration not stated),-0.1,-0.44,-133.3
Cc1nc2ccccc2cc1C(=O)Nc1ccccc1Cl,.,.,-40.0
CC1CCC(NS(=O)(=O)c2ccc3c(c2)n(C)c(=O)c(=O)n3C)CC1 (configuration not stated),1.96,2.47,.
CCN1CCN(C(=O)c2cnn3c(C(F)F)cc(-c4ccc(C)cc4)nc23)CC1,0.32,-0.03,13.0
CN1CCc2c(sc3c2C(=O)NC(c2cccc(OC(=O)c4cccs4)c2)N3)C1 (configuration not stated),-0.19,-0.54,-71.4
COC(=O)CSC1=C(C#N)C(=O)NC(c2ccccc2)S1 (configuration not stated),-0.32,0.33,-11.1
COc1cc(C2c3c([nH]c(=O)[nH]c3=O)Nc3ccc4ccccc4c32)cc(OC)c1OC (configuration not stated),.,.,20.0
O=C1CCC(=O)N1c1cccc(-c2nc3ccccc3o2)c1,-0.02,-0.01,.
Cc1ccc(C2=NN(C(=S)Nc3ccccc3)C(c3ccco3)C2)cc1 (configuration not stated),-0.86,-0.74,2.8
COc1ccc(C(=O)c2coc3ccc(O)c(CN4CCOCC4)c23)cc1,1.17,0.28,.
O=C(NCCO)Nc1ccc(Cl)cc1,.,.,21.1
Cc1ccc(S(=O)(=O)NNC(=O)c2csnn2)cc1,0.49,-0.44,23.3
CC(Oc1ccccc1)C(=O)NCc1cccnc1 (configuration not stated),1.1,0.23,3.0
Cc1cccc(NS(=O)(=O)c2cccc3nonc23)c1,.,.,-25.0
CC1CN(C(c2ccco2)c2sc3ncnn3c2O)CC(C)O1 (configuration not stated),0.86,0.97,.
N#Cc1nc(COc2ccc(F)cc2)oc1N1CCCC1,-1.62,-1.05,.

# Further compounds:
SMILES,sdo1 growth,sdo1 growth Rescue 24 h,Insulin prom inh
CCOC(=O)/C(=N\Nc1ccccc1Cl)N1CCN(Cc2ccccc2)CC1,-1.61,-1.2,.
Fc1ccccc1N1CCN(c2nc3ccccc3n3nnnc23)CC1,-1.05,0.24,.
COc1cccc(C2c3c(oc4ccc(F)cc4c3=O)C(=O)N2CCN2CCOCC2)c1OC (configuration not stated),0.63,0.69,.
Cn1c(SCC(=O)Nc2ccccc2F)nnc1-c1cccnc1,0.33,-0.23,0.0
O=c1c2[nH]c3ccc(Cl)cc3c2ncn1CCN1CCCCC1,0.37,-0.77,-15.6
O=C(NNC(=O)c1cccs1)Nc1cccc(Cl)c1,1.03,2.91,34.1
Cc1nn(S(=O)(=O)c2ccc([N+](=O)[O-])cc2)c(C)c1Sc1ccccc1,.,.,33.3
Cc1ccc(NC(=O)CCSc2ccccn2)cc1,1.5,0.62,-9.4
O=C1NC(Cc2ccccc2)C(=O)N1Cc1cc([N+](=O)[O-])cc2c1OCOC2 (configuration not stated),.,.,-50.0
CC12CCC(C(=O)Nc3ccccc3N3CCOCC3)(CC1=O)C2(C)C (configuration not stated),-0.8,-2.19,-8.3
COc1ccccc1NC(=O)CSc1nnc(C2CCCCC2)n1C,0.81,0.54,-61.9
CC(=O)Nc1ccc(N2C(=O)c3cccc(NC(C)=O)c3C2=O)cc1,-0.24,0.26,6.7
CCOC(=O)c1ccc(NC(=S)N2CCSC2c2c(F)cc(F)cc2F)cc1 (configuration not stated),-1.54,-1.31,.
COCCN1CSC(=S)N(Cc2ccco2)C1,-2.15,-1.91,30.0
CCc1ccccc1NC(=O)NC1CCCCC1,-0.05,-0.12,-5.6
COc1ccc(C(=O)OCCN2CCOCC2)cc1,-0.21,-0.16,-5.6
CCCCCNC(=O)CSC1=N/C(=C\c2ccc(Cl)c(Cl)c2)C(=O)N1CC,0.28,-0.18,.
Cc1ccc(Cn2c(SCCN3CCOCC3)nc3c2c(=O)n(C)c(=O)n3C)cc1,-0.4,-0.08,45.2
CC(NS(=O)(=O)/C=C/c1ccccc1)C(=O)O (configuration not stated),.,.,18.2
CN(C)CCn1c(C(=O)Nc2ccccc2)cc2ccccc21,-0.06,-0.78,.
CC1CCN(C(=O)CCCOc2ccc(Cl)cc2)CC1,-2.58,-1.81,-12.5
CCc1ccc(N(CC(=O)NC)S(C)(=O)=O)cc1,0.78,-0.24,37.5
COc1ccc(-c2cc3nc(C)c(CCC(=O)NC(C)CCc4ccco4)c(C)n3n2)c(OC)c1 (configuration not stated),-0.24,-0.71,-45.2
C[N+]1=C(/C=C/Nc2ccccc2Cl)C(C)(C)c2ccccc21,0.45,0.8,-58.6
O=C(CCn1c2c(c3ccccc31)CCCC2)NNC(=O)c1cccc([N+](=O)[O-])c1,-0.27,-0.52,-8.8

# Next section
SMILES,sdo1 growth,sdo1 growth Rescue 24 h,Insulin prom inh
CCN(CC)S(=O)(=O)c1ccc(N2CCOCC2)c(C(=O)O)c1,0.4,0.07,-16.7
COc1cc2c(cc1NC(=O)CSc1ccc(Cl)cc1)oc1ccccc12,-0.16,0.67,11.8
CCOC(=O)c1cc(-c2ccccc2)n(CC(=O)O)c1C,0.62,0.89,38.5
COc1cc(OC)cc(C(=O)n2nc(C)cc2C)c1,0.12,0.49,69.2
O=C(CN1CCN(S(=O)(=O)c2ccc(F)cc2)CC1)Nc1ccc2c(c1)OCO2,0.02,-0.29,-16.1
O=C(CN1CCCCC1)Nc1ccc(NC(=O)c2ccc(Cl)cc2)cc1Cl,-0.77,-1.41,-26.7
Cc1ccc(NC(=O)CN(c2ccc(Cl)cc2)S(=O)(=O)c2cc([N+](=O)[O-])ccc2Cl)c(C)c1,.,.,38.9
COc1ccc(C(=O)NNC(=O)C(=O)NC(C)c2ccccc2)cc1OC (configuration not stated),.,.,-52.9
CC(NC(=O)c1ccc(Br)cc1)c1ccccc1 (configuration not stated),-1.94,-0.85,21.4
Cc1ccccc1N1CCN(C(=O)c2ccccc2NC(=O)C2CC=CCC2C(=O)O)CC1 (configuration not stated),-0.11,-0.26,2.9
Cc1noc(NS(=O)(=O)c2ccc(NC(=O)CCn3c(=O)oc4ccccc43)cc2)c1C,0.37,-0.26,.
Cc1c(C(=O)O)nnn1-c1ccccc1,0,-0.43,.
CC(C)C(=O)N1N=C2CCCCC2C1(O)C(F)(F)F (configuration not stated),.,.,14.3
O=C(NNC(=O)C1CCCO1)c1ccccc1Cl (configuration not stated),0.49,0.4,-3.9
CSc1ccc(OC2CCN(Cc3ccccc3)CC2)cc1,-1.45,-0.43,23.1
COc1ccc(C(CC(=O)O)NC(=O)c2ccco2)cc1OC (configuration not stated),-0.13,-0.64,-36.4
O=C(Nc1c(C(=O)Nc2ccc3c(c2)OCCO3)cnn1-c1ccccc1Cl)c1ccco1,-0.22,-0.01,-31.8
COc1cccc(C(=O)Nc2nnc(C(C)C)s2)c1,0.09,-0.7,-328.6
O=c1cc(CN2CCN(C/C=C/c3ccccc3)CC2)c2cc(O)c(-c3ccccc3)cc2o1,-2.73,-2.05,-135.7
COc1cc(/C=C/c2cc(OC(C)=O)c3ccccc3n2)c(OC(C)=O)c([N+](=O)[O-])c1,-0.4,0.34,.
Cc1ccc(OCC(=O)N2CCN(C(=O)c3cccs3)CC2)cc1,0.79,0.42,14.3
CCOC(=O)Cn1c(=NC(=O)C(C)(C)C)sc2cc([N+](=O)[O-])ccc21,-0.89,-1,-8.0
COc1ccc(-c2cc(C(=O)O)c3c(C)nn(-c4ccccn4)c3n2)cc1,0.8,0.17,13.9
COc1ccc(-c2cc3ccccc3n2CC(O)CNCCO)cc1 (configuration not stated),-0.53,-0.89,10.7
CCOc1ccc(Oc2c(/C=N/NC(=O)C3CC3)c(C)nn2-c2ccccc2)cc1,-0.45,-0.09,16.7
FC(F)(F)c1cccc(NC(=S)NCCN2CCOCC2)c1,-0.02,-0.58,-6.7
Cn1c(SCC(=O)Nc2ccc3c(c2)OCCO3)nnc1-c1ccco1,-0.51,-1.1,15.4
CC1CCCCC1NC(=O)CSc1nncs1 (configuration not stated),0.48,0.23,.

# Two consecutive entries from above, quoted:
SMILES,sdo1 growth,sdo1 growth Rescue 24 h,Insulin prom inh
COc1cccc(C(=O)NCc2ccc3c(c2)cc(C)n3C)c1,.,.,12.2
Cc1ccccc1-c1nc(CN2CCC(C(=O)N3CCN(c4ccccn4)CC3)CC2)c(C)o1,1.09,1.32,.

# A second format for 3 compounds above.
Cc1ccccc1N1CCN(C(=O)c2ccccc2NC(=O)C2CC=CCC2C(=O)O)CC1 (configuration not stated)
  sdo1 growth: -0.11 | sdo1 growth Rescue 24 h: -0.26 | Insulin prom inh: 2.9

Cc1noc(NS(=O)(=O)c2ccc(NC(=O)CCn3c(=O)oc4ccccc43)cc2)c1C
  sdo1 growth: 0.37 | sdo1 growth Rescue 24 h: -0.26 | Insulin prom inh: .

Cc1c(C(=O)O)nnn1-c1ccccc1
  sdo1 growth: 0 | sdo1 growth Rescue 24 h: -0.43 | Insulin prom inh: .
